TSHR antag – Antagonists of the Thyroid Stimulating Hormone Receptor: HTS campaign; actives 0.2% (n = 330,000); Thyrotropin receptor (Homo sapiens), P16473; TSHR-expressing cells, TSH-stimulated cAMP HTRF, 2 h; hits give low values; activity change, negative = inhibition, % at 11.5 µM; AID 504810, 2011;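 active means activity change below a set negative limit, meaning inhibition stronger than a set level, cut at about -70% in these data; inconclusive means activity change between two set negative limits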; further: on the % scale 0 is the no-effect control and ±100 the full control effect
Target sequence (P16473 whole entry, looked up): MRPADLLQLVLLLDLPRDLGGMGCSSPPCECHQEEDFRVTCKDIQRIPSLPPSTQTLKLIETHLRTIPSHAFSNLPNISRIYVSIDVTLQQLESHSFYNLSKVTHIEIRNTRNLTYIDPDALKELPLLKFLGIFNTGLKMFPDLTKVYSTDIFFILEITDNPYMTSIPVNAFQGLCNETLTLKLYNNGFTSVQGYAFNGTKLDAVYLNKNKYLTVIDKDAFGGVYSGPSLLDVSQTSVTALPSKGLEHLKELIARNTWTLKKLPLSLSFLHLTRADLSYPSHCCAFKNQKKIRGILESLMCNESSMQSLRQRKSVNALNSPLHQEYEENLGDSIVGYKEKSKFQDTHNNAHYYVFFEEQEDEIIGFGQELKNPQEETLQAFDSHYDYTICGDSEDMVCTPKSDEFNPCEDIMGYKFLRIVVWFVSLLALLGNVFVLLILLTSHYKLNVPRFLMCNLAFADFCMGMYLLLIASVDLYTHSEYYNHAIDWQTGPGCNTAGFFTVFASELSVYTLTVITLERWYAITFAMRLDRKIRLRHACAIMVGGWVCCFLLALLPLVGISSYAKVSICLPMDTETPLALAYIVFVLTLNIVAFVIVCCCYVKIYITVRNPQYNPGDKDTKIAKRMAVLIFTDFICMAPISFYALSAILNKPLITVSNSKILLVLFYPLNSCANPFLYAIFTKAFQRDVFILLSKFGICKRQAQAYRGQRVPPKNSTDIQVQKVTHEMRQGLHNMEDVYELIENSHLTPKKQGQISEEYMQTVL
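Read-out is FRET at 665 nm (cryptate excitation 337 nm) from a cryptate-tagged anti-cAMP antibody, competed by cell cAMP against cAMP-d2. Compounds are tested on freshly harvested TSHR cells challenged with 4nM TSH (EC80) for 2 hours at 37 deg C.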
MBNL1 CUG block – qHTS Assay for Inhibitors of MBNL1-poly(CUG) RNA binding. Muscleblind-like protein 1 (Homo sapiens), Q9NR56. TR-FRET MBNL1-His/biotin-(CUG)12 binding, 665/545 ratio. Potency, µM (series often up to 57.5 µM), for inactives: top-dose activity change, negative = inhibition, usual class: inhibitors. actives 0.036% (n = 280,000). AID 2675, 2010; active means well fitted inhibition curve with a large enough effect in the signal ratio, with a control signal flat, not every such curve was filed as active; inconclusive means small, poorly fitted or top-dose-only effect, or effect the other way, or a change in a side signal; inactive means no such curve, though single readings can be large or run the other way; the % refers to the signal ratio; further: potency means the concentration at half of the fitted maximal effect; on the % scale 0 is the no-effect control and ±100 the full control effect
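Compounds (final 92 nM to 58 uM) are added to His-tagged MBNL1 and biotin-(CUG)12, then terbium anti-His antibody and streptavidin-XL665 (5 nM final). After 60 min at room temperature, the 665/545 nm ratio is read.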
GALK inh – qHTS Assay for Inhibitors of Human Galactokinase (GALK). P51570. Purified GALK, Kinase-Glo residual ATP luminescence. Potency, µM (top dose mostly 57.5 µM), without a hit: top-dose activity change, negative = inhibition, usual class: inhibitors. actives 0.007% (n = 270,000). AID 1868, 2009; further: potency means the concentration at half of the fitted maximal effect; on the % scale 0 is the no-effect control and ±100 the full control effect
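Human GALK (5 nM) with 35 uM ATP and 100 uM galactose in 20 mM HEPES pH 8.0, 5 mM MgCl2, 60 mM NaCl, 1 mM DTT, 0.01% BSA. After 1 h at room temperature, leftover ATP was read by Kinase-Glo Plus luminescence.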
BCR signal inh – qHTS Assay to Find Inhibitors of Chronic Active B-Cell Receptor Signaling; ABC-DLBCL IkBa-CBG/CBR reporter, luminescence ratio, 4 h; Potency, µM (titrated, usually from 46.1 µM), for inactives: at the highest dose ratio change, negative = lower green/red ratio, usual class: inhibitors; actives 0.05% (n = 340,000); AID 493014, 2011; active means well fitted inhibition curve with a large enough effect in the signal ratio, with a control signal flat, not every such curve was filed as active; inconclusive means small, poorly fitted or top-dose-only effect, or effect the other way, or a change in a side signal; the % refers to the signal ratio;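 further: potency means the concentration at half of the fitted maximal effect; plate controls were basal doxycycline-induced cells for no effect and cells given 10 µM MG132 for full effect; MG132 reads +100%, hits lower the ratio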
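TMD8 human ABC-DLBCL cells with doxycycline-inducible IκBα–green luciferase fusion and unfused red luciferase, in 0.5% FBS medium; compounds up to 46 uM, 4 h at 37C. Green/red luminescence ratio, filter-overlap corrected, fitted to concentration-response curves.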
USP2a inh – qHTS Assay for Inhibitors of Ubiquitin-specific Protease USP2a Using CHOP2 as the Reporter; Potency, µM (top dose mostly 38.3 µM), without a hit: at the top dose activity change, negative = inhibition, hits mostly inhibitors; Ubiquitin carboxyl-terminal hydrolase 2 (Homo sapiens), O75604; USP2 core, Ub-CHOP2 coupled fluorogenic reporter, 485/531; actives 0.01% (n = 330,000);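 further: potency means the concentration at half of the fitted maximal effect; plate controls were DMSO wells for no effect and full inhibition by NEM control for full effect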
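USP2 core (10nM final) preincubated 30min RT with compound in 20mM Tris-HCl pH 8.0, 2mM CaCl2, 2mM beta-mercaptoethanol, 0.05% CHAPS; 25nM Ub-CHOP2 plus 25nM reporter substrate added, fluorescence (Ex485/Em531) read after 60min.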
Menin MLL FP TR – qHTS Assay for Inhibitors Targeting the Menin-MLL Interaction in MLL Related Leukemias: Competition With Texas Red Labeled MLL-derived Mutant Peptide; Menin + Texas Red MLL mutant peptide, fluorescence polarization; Potency, µM (doses to about 61.6 µM), for the others: top-dose FP activity change, negative = inhibition, usual class: inhibitors; O00255; actives 0.23% (n = 270,000); active means well fitted inhibition curve with a large enough effect in the polarisation, with a control signal flat, not every such curve was filed as active; inconclusive means small, poorly fitted or top-dose-only effect, or effect the other way, or a change in a side signal; inactive means no such curve, though single readings can be large or run the other way; the % refers to the polarisation; further: potency means the concentration at half of the fitted maximal effect; % of control where 0% means no effect; many of its hits are not listed in these tables
Mito fusion yeast – qHTS Assay for Small Molecule Inhibitors of Mitochondrial Division or Activators of Mitochondrial Fusion; S. cerevisiae fusion-defective mutant growth rescue, CellTiterGlo 48 h; Potency, µM (doses to about 46.1 µM), inactives show top-dose growth rescue (activation), most hits filed as activators; actives 0.23% (n = 320,000); AID 485298, 2010;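 further: potency means the concentration at half of the fitted maximal effect; % of control where 0% means no effect; nearly all actives have a fitted effect of over 45% in size; temperature-sensitive fusion mutants such as fzo1-1 at 37 °C on non-fermentable ethanol glycerol medium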
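Luminescent cell viability in 1536-well qHTS format served as the measure of rescued growth in ts fusion-mutant S. cerevisiae cultured on non-fermentable YPEG for 48 hours at 37C.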
Eya2 inh – qHTS Assay for Inhibitors of the Phosphatase Activity of Eya2; AID 488837, 2010; actives 0.006% (n = 330,000); Potency, µM (highest dose often 76.9 µM), for inactives: top-dose activity, negative = inhibition, usual class: inhibitors; recombinant Eya2, OMFP fluorescence dephosphorylation (OMFP is methylfluorescein phosphate); Protein phosphatase EYA2 (Homo sapiens), O00167; further: potency means the concentration at half of the fitted maximal effect; on the % scale 0 is the no-effect control and ±100 the full control effect
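Eya2 protein (added as 0.2 uM solution) was preincubated with compound for 10 min at ambient temperature in 50 mM HEPES pH 7.5, 50 mM NaCl, 5 uM MgCl2, 0.05% BSA, 1 mM DTT. OMFP (added at 50 uM) then reacted 10 min; fluorescence read at 485/525 nm.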
ASM inhibitor – Inhibitors of Secretory Acid Sphingomyelinase (S-ASM): qHTS; actives 0.006% (n = 340,000); placental ASM, HMU-PC fluorogenic substrate, 60 min; Sphingomyelin phosphodiesterase (Homo sapiens), P17405; AID 504937, 2011; Potency, µM (highest dose often 57.5 µM), without a hit: at the highest dose activity change, negative = inhibition, usual class: inhibitors; further: potency means the concentration at half of the fitted maximal effect
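Human placenta-derived ASM preincubated with compound 10 min at room temperature, then reacted with 9 uM (final) fluorogenic HMU-PC substrate for 60 min at 37 C. Stop solution raises pH to 10; fluorescence read at Ex 386/Em 447 nm.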
PKM2 activator – qHTS Assay for Activators of Human Muscle isoform 2 Pyruvate Kinase; actives 0.34% (n = 260,000); Potency, µM (titrated, usually from 57.5 µM), for inactives: at the highest dose activation, most hits filed as activators; purified PKM2, Kinase-Glo ATP luminescence, activation; response scale: 0% is enzyme alone, no compound; Pyruvate kinase PKM (Homo sapiens), P14618; further: potency means the concentration at half of the fitted maximal effect; on the % scale 0 is the no-effect control and ±100 the full control effect; nearly all actives have a fitted effect of over 55% in size
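ATP formation by purified human PK-M2, quantified via coupled luciferase luminescence after 1 h at room temperature with 0.1 mM ADP and 0.5 mM PEP final.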
hERG WT inh – qHTS for Inhibitors of KCHN2 3.1: Wildtype qHTS; U2OS, BacMam KCNH2, thallium flux FluxOr; hits give low values; activity change, % at 1.84 µM; Voltage-gated inwardly rectifying potassium channel KCNH2 (Homo sapiens), Q12809; AID 720551, 2013; actives 0.37% (n = 340,000);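 active means maximum activity change below -70%; inconclusive means maximum activity change between -70% and -50%; inactive means maximum activity change above -50%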; further: on the % scale 0 is the no-effect control and ±100 the full control effect
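U2OS cells transduced with wild-type KCNH2 virus are loaded with FluxOr dye for 45 min, and thallium flux is measured in kinetic reads before and after stimulation buffer. Rate constants are normalized to DMSO controls.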
* hit, by the source's call; ? = inconclusive; / = no result given; [ ] = another dose, or the depositor's remark. Unless noted, the call rests on the fitted dose curve; in most records, active means well fitted curve in the direction sought with a large enough effect; inconclusive means small, poorly fitted or top-dose-only effect, or another doubt; inactive means no such curve, though single readings can be large; an effect the other way counts as inactive or inconclusive. Some of the compounds tested; rates above refer to the full screens.

no.	Structure	TSHR antag	MBNL1 CUG block	GALK inh	BCR signal inh	USP2a inh	Menin MLL FP TR	Mito fusion yeast	Eya2 inh	ASM inhibitor	PKM2 activator	hERG WT inh
1	Cn1cccc1C(=O)NCC1COc2ccccc2O1 (stereo not drawn)	0	/	/	?	-1%	/	4%	12%	5%	/	-22
2	CCCCn1ccnc1C	-5	-2%	-3%	-12%	4%	13%	-4%	3%	3%	6%	0
3	Cc1ccc(NC(=O)CN2C(=O)NC(C)(c3ccc(Cl)cc3)C2=O)cc1S(=O)(=O)N1CCOCC1 (stereo not drawn)	14	/	0%	0%	1%	-1%	-3%	-4%	-10%	-1%	-4
4	O=S(=O)(Nc1ccc(Oc2ncccn2)c(Cl)c1)c1ccc(Cl)cc1	-4	0%	1%	1%	1%	?	8%	16%	3%	4%	-6
5	Clc1cccc(CSc2nnc(-c3c[nH]c4ccccc34)o2)c1	-9	2%	0%	?	1%	?	25%	10%	-17%	-9%	-19
6	Cc1c(C(=O)Nc2cccc(C(F)(F)F)c2)oc2ccc(S(=O)(=O)N3CCOCC3)cc12	-4	-4%	2%	-9%	-1%	2%	4%	0%	22µM*	?	11
7	c1cncc(-c2nnc(-c3cccnc3)nn2)c1	-5	?	4%	-11%	3%	9%	-17%	1%	-1%	-8%	2
8	Cc1cccc(-n2ncc3c(N(CCO)CCO)ncnc32)c1	-1	-3%	0%	-10%	-1%	-11%	-3%	-14%	1%	-2%	15
9	C=CCN1CCN(C(=O)c2c(-c3ccccc3)noc2C)CC1	-11	-3%	-1%	0%	2%	3%	0%	12%	3%	0%	-10
10	OC(CNCC(c1ccc(Cl)cc1Cl)c1c[nH]c2ccccc12)c1ccccc1 (stereo not drawn)	1	-1%	-2%	?	-1%	16%	-43%[inhibitor]	-18%	?	10%	11
11	Cc1ccc(S(=O)(=O)N/N=C/c2cc(Br)ccc2O)cc1	-2	/	1%	?	-6%	/	9%	-9%	-3%	-8%	-6
12	CCCCC1(CC(=O)OC)C(=O)N(c2ccccc2)N(c2ccccc2)C1=O	5	7%	2%	0%	0%	-12%	6%	-7%	-3%	-1%	3
13	Cc1c(C(=O)C(=O)NCCC2=CCCCC2)c2ccccc2n1C	-23	-3%	-1%	?	-1%	-1%	-2%	-2%	-9%	7%	-14
14	CCOC(=O)CN(c1ccccc1C)S(=O)(=O)c1ccc(Cl)cc1	80	3%	4%	11%	-8%	-2%	5%	-9%	-3%	0%	-2
15	C=CCn1c(SCCOc2ccc(OC)cc2)nnc1C(CO)NC(=O)c1ccc(OC)cc1 (stereo not drawn)	-5	1%	2%	8%	3%	-4%	-1%	-16%	-1%	-4%	-14
16	CC(NC(=O)N1CCN(c2ccccc2F)CC1)c1ccc(F)c(F)c1 (stereo not drawn)	2	-5%	1%	3%	-1%	-28%	3%	0%	6%	2%	-8
17	S=c1[nH]nc(-c2cccs2)n1Cc1ccccc1	-9	-2%	2%	?	0%	5%	-1%	7%	2%	-4%	-4
18	CSc1ncccc1C(=O)Nc1ccc(S(=O)(=O)N2CCCC2)cc1	-12	/	/	2%	1%	/	5%	-20%	-1%	/	-15
19	Cc1c(/C=N/Nc2ccc(C(=O)O)cc2)c2ccccc2n1C	0	?	/	?	-6%	/	-3%	-2%	111%[activator]	0%	-2
20	CN(C)c1ccc(C2(c3ccc(N(C)C)cc3)OC(=O)c3cc(N)ccc32)cc1	-10	21%	-1%	0%	-2%	?	-10%	-18%	-3%	/	-1
21	O=C1CC(SCCc2nc3ccccc3[nH]2)C(=O)N1c1ccc(Cl)cc1 (stereo not drawn)	9	-5%	-3%	?	2%	30%	-5%	3%	-2%	6%	-1
22	O=C(CCS(=O)(=O)c1cc(Br)cc2c1N(C(=O)C1CC1)CC2)NCc1ccco1	23	-6%	0%	-4%	2%	-21%	5%	8%	1%	24%	-5
23	CCN1C(=O)CS/C1=N\S(=O)(=O)c1ccc(Cl)cc1	-9	-1%	-1%	-1%	2%	-1%	2%	2%	-2%	7%	-15
24	CN(Cc1c(C(=O)N/N=C/c2cccc(O)c2)nnn1-c1nonc1N)c1ccccc1	5	?	4%	?	0%	51%[activator]	-12%	8%	-21%	0%	7
25	CCN(C[C@H]1N[C@@](Cc2ccccc2)(C(=O)OC)[C@H]2C(=O)N(C)C(=O)[C@@H]12)S(=O)(=O)c1ccc(OC)cc1	-1	/	/	-1%	-2%	/	/	-13%	7%	/	-11
26	O=C(O)c1ccc(CNC(=S)Nc2ccccc2)cc1	-9	-11%	-1%	0%	-1%	-7%	-6%	-10%	5%	-1%	11
27	COc1ccc(C(=O)Nc2ccc([N+](=O)[O-])cn2)cc1OC	7	/	-2%	?	1%	0%	-5%	-3%	0%	-7%	-5
28	O=C(CN(C(=O)c1csnn1)c1ccc2c(c1)OCCO2)NCc1ccc(F)cc1	-1	-1%	-4%	4%	2%	2%	5%	-15%	0%	/	-4
29	O=C(COC(=O)CCC(NC(=O)OCc1ccccc1)C(=O)OCC(=O)Nc1ccccc1)Nc1ccccc1 (stereo not drawn)	3	-15%	-2%	3%	-1%	16%	-4%	4%	-9%	-14%	17
30	CCN(CC)CCN(C(=O)CCS(=O)(=O)c1ccccc1)c1nc2cc(OC)c(OC)cc2s1	9	-14%	-1%	-3%	0%	-3%	-1%	-5%	0%	7%	-2
31	O=C1NNC(=O)C2C3C=CC(C4CC34)C12 (stereo not drawn)	8	17%	4%	?	2%	-8%	-1%	10%	-3%	9%	-6
32	CCCCN(C(=O)C1CCCC1)c1c(N)n(CC(C)C)c(=O)[nH]c1=O	21	/	/	3%	2%	/	0%	-4%	-2%	/	-2
33	COc1ccc(C2CC(=O)C3=C(C2)NC(C)=C(C#N)C3c2ccc(N(C)C)cc2)cc1 (stereo not drawn)	6	?	3%	-2%	-15%	?	26%	7%	19%	4%	8
34	O=C(O)c1nn(CCOc2ccc(Br)cc2)c(=O)c2ccccc12	5	43%[activator]	4%	?	-2%	1%	-11%	2%	?	8%	0
35	O=C(COC(=O)c1ccccn1)Nc1cccc2ccccc12	-1	7%	1%	-1%	0%	-2%	-3%	5%	2%	/	6
36	O=C(Nc1cccc(N=Cc2cc(Cl)cc(Br)c2O)c1)c1ccco1	-4	-7%	-3%	?	1%	?	4%	-5%	-19%	-6%	-1
37	Cc1coc2cc3oc(=O)c(CC(=O)N[C@@H](CC(C)C)C(=O)O)c(C)c3cc12	-4	-5%	0%	-1%	3%	4%	-1%	13%	77%[activator]	/	0
38	Cc1cc(=O)[nH]c(N/N=C/c2ccc3c(c2)OCCO3)n1	9	?	6%	?	-3%	/	-5%	6%	1%	-19%	0
39	CCCCNc1c(N)n(CCCC)c(=O)[nH]c1=O	2	?	-2%	5%	3%	-13%	-7%	-3%	/	4%	/
40	O=C(NC(=S)Nc1ccccc1Cl)c1cnn2c(C(F)(F)F)cc(C(F)(F)F)nc12	-3	8%	/	14%	1%	/	2%	8%	-1%	-6%	1

Source: PubChem BioAssay (National Center for Advancing Translational Sciences (NCATS))
